# LDHA inh = blocks human lactate dehydrogenase A | P00338 | purified LDHA, NADH/diaphorase-resazurin fluorescence; hits give low values | activity change, % (values are at about 110 or 230 µM) | hit rate 0.15% among 480,000 | AID 1347041; in the data active = activity change below about -30%; inconclusive = mostly about -25% to -30%;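 also: plate controls were DMSO wells for no effect and wells without enzyme for full effect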
#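 Resorufin fluorescence (ex540/em590), read at 0 and 20 min after diaphorase/resazurin addition, reports the NADH left after a 5 min room-temperature reaction of 2 nM human LDH5 with 0.06 mM NADH and 0.2 mM pyruvate.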
# Pol kappa inh = blocks human DNA polymerase kappa activity; Q9UBT6; purified Pol kappa, fluorescent DNA synthesis assay, 10 min; Potency, µM (series often up to 107 µM), inactives show top-dose activity, negative = inhibition, actives largely listed as inhibitors; hit rate 0.53% among 400,000; also: potency is read from the fitted curve at half-maximal effect; % is scaled to controls: 0 for no effect and ±100 for the full control effect
#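 First, compounds were pin-transferred onto 10 nM Pol kappa. After 15 min at room temperature, substrate was added to 50 nM final. Fluorescence was then measured kinetically at 0 and 10 min.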
# ERG-DNA inh = inhibitors of human ERG Ets domain-DNA interaction. P11308. fluorescence polarization, His-ERG Ets domain / labelled DNA. Potency, µM (titrated, usually from 76.9 µM), for inactives: at the top dose FP activity, negative = inhibition, most hits filed as inhibitors. hit rate 0.028% among 370,000. AID 624246; active = well fitted inhibition curve with a large enough effect in the polarisation, with a control signal flat; inconclusive = small, poorly fitted or top-dose-only effect, or effect the other way, or a change in a side signal; inactive = no such curve, though single readings can be large or run the other way; the % refers to the polarisation;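 also: polarization taken with two DNA probes labelled with fluorescein and Texas red; potency is read from the fitted curve at half-maximal effect; % of control where 0% means no effect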
#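 His-tagged ERG Ets domain (1 uM in the protein solution; 300mM KCl, 50mM Tris-HCl, 1mM EDTA, 1mM DTT, pH 7.5) received compound, then a probe mix of 5 nM fluorescein-DNA and 100nM Texas-615-DNA. Fluorescence polarization was read for both dyes.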
# Pol eta inh = inhibitors of human DNA polymerase eta; Q9Y253; recombinant Pol eta, fluorescent DNA replication assay; Potency, µM (doses to about 114 µM), inactives show at the highest dose activity change, negative = inhibition, hits mostly inhibitors; hit rate 1.2% among 390,000; AID 588591; also: potency is read from the fitted curve at half-maximal effect; % is scaled to controls: 0 for no effect and ±100 for the full control effect
#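 Pol eta at 10 nM preincubated with compounds 15 min at room temperature; reaction started with fluorescent substrate (50 nM final) and read kinetically at 0 and 10 min.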
# APE1 inh = blocks human APE1 abasic DNA cleavage. recombinant APE1, TAMRA/BHQ-2 abasic DNA cleavage fluorescence. P27695. hit rate 0.35% among 350,000. Potency, µM (series often up to 65.8 µM), for inactives: top-dose activity change, negative = inhibition, hits mostly inhibitors. AID 2517;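 also: potency is read from the fitted curve at half-maximal effect; plate controls were vehicle for no effect and reference inhibitor for full effect; nearly all actives have a fitted effect of over 55% in size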
#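 Endonuclease cleavage of a quenched abasic-site DNA duplex (50 nM) by APE1 (0.75 nM) was tracked by TAMRA dequenching. Compounds were preincubated with enzyme 15 min at room temperature; data normalized to buffer-only and DMSO wells plus NSC13755 control.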
# Anesthetic bind = binds horse apoferritin like a general anesthetic. P02791. apoferritin/1-aminoanthracene competitive binding, fluorescence. AID 485281. hit rate 0.074% among 350,000. Potency, µM (titrated, usually from 77.5 µM), without a hit: top-dose activity change, negative = displacement, hits mostly inhibitors; also: potency is read from the fitted curve at half-maximal effect; % is scaled to controls: 0 for no effect and ±100 for the full control effect; nearly all actives have a fitted effect of over 20% in size
# Target sequence (P02791 2-175 limits assumed): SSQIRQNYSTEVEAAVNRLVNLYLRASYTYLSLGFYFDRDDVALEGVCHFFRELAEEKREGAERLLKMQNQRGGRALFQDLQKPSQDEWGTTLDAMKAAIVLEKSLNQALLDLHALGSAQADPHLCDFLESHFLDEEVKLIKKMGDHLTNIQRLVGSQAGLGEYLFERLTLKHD
#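 10 uM apoferritin + 50% sat. 1-AMA, PBS; cpd 10 min RT; Ex380/Em535 endpoint; normalized to free probe vs complex; 4-param Hill fit; propofol titration as pos. ctrl.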
# Pol beta inh = inhibitors of human DNA polymerase beta. AID 485314. Pol beta primer extension/strand displacement, fluorescence kinetic. Potency, µM (doses to about 114 µM), without a hit: at the top dose activity change, negative = inhibition, most hits filed as inhibitors. hit rate 1.3% among 340,000; also: potency is read from the fitted curve at half-maximal effect; % is scaled to controls: 0 for no effect and ±100 for the full control effect
#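 Curves were derived by four-parameter Hill fits of normalized qHTS data. The kinetic fluorescent primer-extension read was taken at 0 and 10 min after 50 nM substrate, following a 15 min room-temperature preincubation of 10 nM enzyme with compounds.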
# 12-LOX inh = inhibitors of human 12S-lipoxygenase ALOX12; P18054; purified 12hLO, xylenol orange hydroperoxide absorbance; Potency, µM (top dose mostly 108 µM), for inactives: top-dose activity change, negative = inhibition, most hits filed as inhibitors; hit rate 1.1% among 580,000; AID 1671190; also: potency is read from the fitted curve at half-maximal effect; % is scaled to controls: 0 for no effect and ±100 for the full control effect
# Target sequence (P18054 whole entry, looked up): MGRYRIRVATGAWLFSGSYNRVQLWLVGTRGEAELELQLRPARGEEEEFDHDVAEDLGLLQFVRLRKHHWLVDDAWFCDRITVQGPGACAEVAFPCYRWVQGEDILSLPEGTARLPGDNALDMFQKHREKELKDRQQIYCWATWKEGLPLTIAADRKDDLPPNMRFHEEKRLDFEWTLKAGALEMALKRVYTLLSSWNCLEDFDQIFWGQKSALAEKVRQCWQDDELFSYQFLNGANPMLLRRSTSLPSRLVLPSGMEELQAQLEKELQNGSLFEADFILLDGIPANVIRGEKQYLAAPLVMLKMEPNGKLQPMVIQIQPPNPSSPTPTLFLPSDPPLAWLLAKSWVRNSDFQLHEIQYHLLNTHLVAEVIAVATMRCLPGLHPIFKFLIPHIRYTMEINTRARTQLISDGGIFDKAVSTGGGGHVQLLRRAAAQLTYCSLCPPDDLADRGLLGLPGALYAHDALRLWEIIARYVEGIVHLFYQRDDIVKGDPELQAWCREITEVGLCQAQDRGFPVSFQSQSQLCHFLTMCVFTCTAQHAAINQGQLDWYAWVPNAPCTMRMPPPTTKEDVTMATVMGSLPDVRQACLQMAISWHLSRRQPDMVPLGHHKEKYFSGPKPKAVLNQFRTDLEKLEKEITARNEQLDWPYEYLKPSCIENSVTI
#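 Hydroperoxide product was detected by ferrous iron/xylenol orange as the 573 to 405 nm absorbance ratio. Arachidonic acid at 40 uM (final) was turned over for 30 min at room temperature by 150 nM human 12hLO, pH 7.0 Hepes buffer, after 15 min compound preincubation.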
# RGS4 inh = blocks human RGS4-accelerated GTP hydrolysis; hit rate 0.039% among 390,000; AID 504845; Potency, µM (top dose mostly 114 µM), without a hit: at the top dose activity change, negative = inhibition, actives largely listed as inhibitors; Transcreener GDP fluorescence polarization, RGS4-accelerated GTP hydrolysis; P49798; also: potency is read from the fitted curve at half-maximal effect; % is scaled to controls: 0 for no effect and ±100 for the full control effect; nearly all actives have a fitted effect of over 75% in size; some results filed as inactive show a strong effect at the top dose
# Target sequence (P49798 whole entry, looked up): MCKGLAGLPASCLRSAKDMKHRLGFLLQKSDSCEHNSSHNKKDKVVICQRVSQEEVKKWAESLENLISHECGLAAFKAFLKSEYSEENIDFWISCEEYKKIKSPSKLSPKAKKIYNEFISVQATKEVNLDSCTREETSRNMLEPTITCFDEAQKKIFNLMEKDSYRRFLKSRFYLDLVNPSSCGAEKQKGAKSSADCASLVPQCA
#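 MLSMR compounds (23 nl, pin-transferred) preincubated 10 min at room temperature with a 500nM (2x) first reagent, then RGS4 at 900nM (2x) plus Transcreener GDP mix added; fluorescence polarization (620/688 nm) read before and after 90 min at 30 °C.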
# * hit, by the source's call; u = inconclusive; x = no result given; & = joins results of further samples; [ ] = another dose, or the depositor's remark. Unless noted, calls follow the shape of the dose curve; as a rule, active = well fitted curve in the direction sought with a large enough effect; inconclusive = small, poorly fitted or top-dose-only effect, or another doubt; inactive = no such curve, though single readings can be large; an effect the other way counts as inactive or inconclusive.
mol,ERG-DNA inh,APE1 inh,Pol kappa inh,Pol eta inh,RGS4 inh,Anesthetic bind,LDHA inh,12-LOX inh,Pol beta inh
COc1ccc2c(c1)c(N=NC(N)=S)c(O)n2CC(=O)c1ccccc1,-8%,58%[activator],-21%,-5%,8%,1%,-8,-1%,2%
CCOC(=O)N1CCC(N(CCN(C)C)C(=S)Nc2ccccc2OCC)CC1,8%,1%,-8%,0%,1%,-5%,0,1%,-9%
C=CCC[C@@H](Cc1ccc(F)cc1)C(=O)O[C@H](CNC(=O)[C@H](CC=C)CC(=O)N(CCO)Cc1ccccc1)c1ccccc1,-1%,-15%,-26%,-23%,11%,x,-2,u,x
Cc1cc(C)cc(NC(=O)COC(=O)CCn2c(C)csc2=O)c1,-15%,-7%,5%,-17%,0%,x,-4,3%,x
O=S(=O)(c1cc(F)ccc1F)N1CCC2(CC1)OCCO2,2%,12%,13%,-6%,-1%,u,1,6%,29%
Cc1cc(C)c2cc(C(=O)N3CCC(C(=O)c4ccc(F)cc4)CC3)[nH]c2c1,-1%,2%,-10%,-5%,5%,-18%,3,u,u
CCc1ccc(S(=O)(=O)c2cn(C)c3ccc(C)cc3c2=O)cc1,0%,x,-3%,-16%,17%,-16%,0,-10%,2%
CC(C)Oc1ccc(/C(O)=C2/C(=O)C(=O)N(Cc3cccnc3)C2c2ccco2)cc1 (stereo not given),3%,1%,-7%,3%,-11%,-18%,0,u,32µM*
O=C(CSc1nnc(-c2cccc(F)c2)o1)Nc1nncs1,10%,u,-10%,-4%,-9%,-7%,-8,6%,24%
O=C1CC(N2CCN(S(=O)(=O)c3ccc(Cl)cc3)CC2)C(=O)N1CCc1ccccc1 (stereo not given),9%,4%,-1%,-3%,0%,6%,-3,27%,15%
COC(CSc1ncnc2c1oc1nc3c(cc12)COC(C)(C)C3)OC,0%,3%,-9%,-6%,10%,2%,0,21%,17%
CN(C)S(=O)(=O)c1ccc(SCC(=O)Nc2ccc3c(c2)OCCO3)nc1,4%,-17%,-15%,-5%,7%,x,-3,-19%,x
C/C=C/Cn1c(N2CCCCCC2)nc2c1c(=O)[nH]c(=O)n2C,1%,14%,-18%,-4%,5%,-8%,-3&-2,0%&-18%,7%
Cc1cccc(COCC(Cc2ccccc2)N2CCN(C(=O)c3ccc(Cl)c(Cl)c3)CCC2=O)c1 (stereo not given),11%,-3%,-9%,-11%,8%,-8%,0,-11%,0%
O=C(OCC(=O)c1ccc(Cl)cc1Cl)c1ccc2c(c1)C(=O)N(c1cccc3ncccc13)C2=O,5%,13%,-3%,-2%,u,-11%,-10,u,10%
CCOc1ccc(OCC(=O)NCCS(=O)(=O)N2CCN(c3ccc(OC)cc3)CC2)cc1,2%,x,-8%[60.1 µM],-17%,10%,0%,-3,1%,-11%
CC(=N)C1=C(O)CC(C)(C)CC1=O,-12%,-3%,0%,-7%,-4%,-9%,-9,15%,32%
CCOc1ccc2c(c1)S/C(=C\c1cccs1)C(=O)N2,1%,-3%,0%,0%,44%,-5%,0,-21%,-14%
COc1ccc(C(=O)COC(=O)Cn2cnc3ccccc3c2=O)c(OC)c1,-1%,-10%,-6%,-6%,-3%,x,0,-4%,x
COc1ccc(NC(=O)Nc2nccs2)cc1,2%,6%,-13%,-13%,6%,8%,-5,0%,-3%
N#Cc1ccc(CN2CCN(C(=O)Cn3nc(C(N)=O)c4ccccc4c3=O)CC2)cc1,2%,39%,6%,-14%,-31%,-1%,-2,u,-22%
CCC(=O)N1c2ccccc2C(C)(c2ccccc2)CC1(C)C (stereo not given),-10%,x,-9%,-10%,-45%,0%,-3,8%,0%
Cc1ccccc1NS(=O)(=O)c1ccc(C(=O)NCC(c2ccccc2)N(C)C)cc1 (stereo not given),2%,35%,-2%,-17%,-14%,u,-1,u,1%
CC(C)Cn1c(N2CCN(CC(=O)Nc3ccc(Cl)cc3)CC2)nc2ccccc21,0%,6%,-5%,-17%,12%,-8%,1,0%,-1%
CC1(C)CC(=O)C(C=NCCN2CCN(CC(=O)Nc3ccc(Cl)cc3)CC2)=C(O)C1,-19%,0%,-5%,-4%,21%[56.9 µM],-5%,-5,168%[activator],-4%
CC(=O)NC(Cc1c[nH]c2ccccc12)C(=O)Nc1ccc2c(c1)OCO2 (stereo not given),-1%,-1%,-7%,-14%,41%,-12%,5,-3%,1%
O=C(CCNS(=O)(=O)c1ccccc1)OCC(=O)c1ccc(F)cc1,15%,-3%,5%,-10%,17%,x,-6,-1%,x
CN(C(=O)c1ccc(NC(=O)Cc2ccc(NC(=O)C3CCN(C(=O)C4CCCC4)CC3)cc2)cc1)C1CCCC1,-3%,x,4%,-8%,-9%,x,-1,u,x
CC(=O)NC1(C2CCCCC2=O)CCCCC1 (stereo not given),-1%,3%,-8%,13%,10%[56.9 µM],-14%,-13,8%,13%
COc1cc(Cl)c(C)cc1NC(=O)c1cnc2c(-c3cccc(C)c3)c(C)nn2c1C,1%,x,0%,-12%,10%,7%,-5,-3%,16%
O=S(=O)(NCc1cc(-c2ccccc2Cl)no1)c1ccccc1,-3%,3%,-11%,-6%,17%,-15%,-1,0%,12%
C=CC[C@H]1CC(C)=C[C@H](CC=C)N1C(=O)c1cc(COc2ccccc2SC)on1,26%,22%,-7%,-23%,2%,4%,-5,-15%,-13%
COc1cccc(/C=N/Nc2nnc(C)n2N)c1O,-1%,4%,-1%,-20%,-15%,-2%,48,27%,0%
COc1cc(C2/C(=C(\O)c3ccc4c(c3)OCCO4)C(=O)C(=O)N2Cc2ccco2)ccc1O (stereo not given),4%,19%,-14%,-2%,13%,-8%,0,u,17%
CSCCC(NS(=O)(=O)c1ccc(C)cc1)C(=O)N1CCCC1 (stereo not given),17%,4%,-3%,-14%,3%,-12%,-16,0%,-9%
CC(=O)N1CCC2(CC1)OC(=O)C(C)=C2C(=O)NCc1ccc(Cl)cc1,-1%,x,-15%,0%,9%,-6%,-2,-12%,-2%
COC(=O)c1cc(S(=O)(=O)N2CCN(Cc3ccccc3)CC2)cn1C,5%,29%,-9%,-7%,-14%,-10%,0,10%[57.4 µM],9%
CC(CC(=O)N1CCN(S(=O)(=O)c2ccc([N+](=O)[O-])cc2)CC1)c1ccccc1 (stereo not given),1%,14%,-12%,2%,8%,x,0,-7%,x
Cc1ccccc1OCC(=O)NCC(=O)OCC(=O)c1ccc([N+](=O)[O-])cc1,1%,6%,-9%&-5%,-7%,-12%&-24%,-16%,-4&1,14%,2%
COc1cc(C2C(C(=O)c3ccco3)=C(O)C(=O)N2Cc2cccnc2)cc(OC)c1OC (stereo not given),x,0%,-4%,-1%,36%,-23%,3,-28%[57.4 µM],1%
C#CCOCCOCCOCCNc1nc(N2CCN(C(=O)CCCCCCCCCCNC(=O)[C@H](CCCCN)n3cc(C)nn3)CC2)nc(N2CCN(C(=O)CCCCCCCCCCNC(=O)[C@H](CCCCN)n3cc(CCCC(=O)O)nn3)CC2)n1,-9%,17%,5%,-25%,-27%,x,0,x,x
Cc1cc(C)cc(CN2C(=O)NC3(CCCCCC3)C2=O)c1,-4%,-17%,-15%,0%,12%[56.9 µM],u,3,0%,0%
Cc1ccc2c(c1)C(c1ccc(F)cc1)N(C(=O)C1CC1)CC(=O)N2 (stereo not given),-7%,-1%,-3%,3%,14%,-7%,-12,-3%,-14%
O=C(CSc1nc2c([nH]c3ccccc32)c(=O)n1-c1cccc(C(F)(F)F)c1)N1CCc2ccccc21,-16%,x,-4%[60.1 µM],-13%,-8%,-3%,-8,-10%,7%
CCCc1nn(C)c(C(=O)Nc2ccccc2)c1Cl,-9%,1%,-1%,-10%,4%,-2%,-5,-24%,13%
CCOc1ccccc1NC(=O)CSc1ccc([N+](=O)[O-])cc1,-3%,1%,3%,-2%,20%,-16%,-10,0%,-1%
CNC(=S)N1CCN(c2ccc(OC)cc2)CC1,x,-11%,-4%[60.1 µM],-6%,5%,-4%,-2,-2%,38%[activator]
O=C(CCn1c(=O)c2ccccc2n(Cc2cccnc2)c1=O)NCc1ccc2c(c1)OCO2,2%,-2%,-24%,-4%,-15%,-10%,-1,-18%,6%
CCN(CC)c1nc2ccccc2[nH]c1=O,1%,1%,-2%,-8%,29%,-6%,0,-19%,23%
COCCn1c(C)cc(O)c(C(c2ccccc2OC)N2CCN(c3ccccc3)CC2)c1=O (stereo not given),-3%,x,-4%[60.1 µM],8%,-3%,2%,-6,-10%,20%
CCCN(CCC)C(=O)c1cc(S(=O)(=O)N2CCCCC2)c[nH]1,17%,-11%,-7%,-7%,16%,-12%,-5,16%,35%
O=C1C(Cl)=C(N2CCCCC2)C(=O)N1Cc1ccccc1,3%,-4%,-2%,-14%,-34%,-19%,-1,-23%,2%
Cc1noc(C)c1COC(=O)C1(c2cccc(F)c2)CCCC1,4%,-7%,-8%,-8%,-12%,-20%,-2,0%,2%

# From PubChem BioAssay

# Some of the compounds tested; rates above refer to the full screens.
